# CHT allo act: allosterically activates the human high affinity choline transporter. Q9GZV3. CHT-expressing cells, membrane potential dye, choline EC20; active compounds read high; LV-AA mutant CHT in HEK293 cells. B-score at 10 µM. 0.49% of 310,000 active;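 active = initial fluorescence not abnormally high and integrated response B-score, plate-corrected, over 3 SD above library mean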
# Target sequence (Q9GZV3 whole entry, looked up): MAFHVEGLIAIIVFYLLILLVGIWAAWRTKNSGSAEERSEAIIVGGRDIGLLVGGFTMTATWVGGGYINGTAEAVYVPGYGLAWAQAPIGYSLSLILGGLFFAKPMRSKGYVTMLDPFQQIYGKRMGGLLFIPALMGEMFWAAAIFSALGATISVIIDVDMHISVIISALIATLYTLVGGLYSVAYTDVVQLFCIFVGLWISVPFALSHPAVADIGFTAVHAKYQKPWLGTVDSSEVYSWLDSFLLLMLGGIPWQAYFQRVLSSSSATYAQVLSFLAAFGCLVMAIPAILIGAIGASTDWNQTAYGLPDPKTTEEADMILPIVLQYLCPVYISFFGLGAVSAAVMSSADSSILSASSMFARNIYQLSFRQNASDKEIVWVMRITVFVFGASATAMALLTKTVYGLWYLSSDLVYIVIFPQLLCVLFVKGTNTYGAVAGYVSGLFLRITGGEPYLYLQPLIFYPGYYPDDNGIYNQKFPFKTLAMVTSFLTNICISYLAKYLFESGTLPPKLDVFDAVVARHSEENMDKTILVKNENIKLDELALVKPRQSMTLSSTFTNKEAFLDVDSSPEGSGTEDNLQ
# CHT inh: human CHT choline transport inhibition; Q9GZV3; B-score at 10 µM; CHT-expressing cells, membrane potential dye, choline response; active compounds read low; 0.86% of 310,000 active;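 active = B-score over 3 SD under the library average, and starting fluorescence ratio not unusually high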;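 also: choline stimulus applied at its EC90 after an EC20 pre-addition; B-score computed on integrated fluorescence ratio after choline addition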
# Starred values were filed as active, the others as inactive; i = inactive.
SMILES,CHT allo act,CHT inh
COc1ccc(N(C(=O)Cn2nnc3ccccc32)C(C(=O)NCc2ccco2)c2ccc(C)o2)cc1 (centres undefined),i,i
Cc1noc(C(=O)Nc2cccnc2Cl)c1Cl,i,i
C/C(=N/NC(=O)C(C)n1nc(C)c([N+](=O)[O-])c1C)c1ccc(OCC(N)=O)cc1 (centres undefined),i,i
COc1ccc(N(C)C(=O)c2cc3c(Cl)nc4ccccc4c3s2)cc1,i,i
CCn1cc(C2=NOC(C(=O)Nc3ccc4c(c3)OCO4)C2)c(C)n1 (centres undefined),i,i
Cc1ccc(OC(=O)CN2C(=O)c3ccccc3C2=O)cc1C,i,i
CCN(CC(=O)Nc1ccc(NC(C)=O)cc1)C(=O)/C=C/c1cn(-c2ccccc2)nc1-c1cccs1,i,i
COc1cc(-c2nc3n(n2)C(c2ccc(F)cc2)C2=C(CCCC2=O)N3)cc(OC)c1OC (centres undefined),i,i
Cc1ccc(S(=O)(=O)N2Cc3ccccc3CC2C(=O)Nn2cnnc2)cc1 (centres undefined),i,i
COC(=O)C1=CN(Cc2ccc(OC)c(OC)c2)C=C(C(=O)OC)C1c1cccc(OC)c1OC,i,i
CN(C)c1ccc(/C=N/O)cc1,i,i
Cc1cccc2cc(CNCC3CCCO3)c(Cl)nc12 (centres undefined),i,i
C=CCn1c(NC(=O)c2ccccc2)nc2ccccc21,i,i
CCOC(=O)c1c(CN2CCCCC2)oc2ccc(O)cc12,i,i
N/C(=N\OC(=O)C(c1ccccc1)c1ccccc1)c1cccnc1,i,i
O=C(NCCc1ccc(Cl)cc1)c1ccc(CS(=O)Cc2ccccc2Cl)o1 (centres undefined),i,i
Clc1cccc(Cl)c1Cn1nnc(N2CCCC2)n1,i,i
CC(C)=CCCC1=CCC2C(=O)NNC(=O)C2C1 (centres undefined),i,i
Cc1ccc(S(=O)(=O)N2CCOCC2)cc1C(=O)N1CCOCC1,i,i
CC(=O)c1cccc(NC(=O)c2ccc(Br)o2)c1,i,i
CCn1ncc(Br)c1C(=O)Nc1cc([N+](=O)[O-])ccc1C,i,i
CN1CCN(S(=O)(=O)c2ccc(NC(=O)C3CCCO3)cc2)CC1 (centres undefined),i,i
CC(=O)NS(=O)(=O)c1cccnc1Nc1ccc(Cl)c(Cl)c1,i,i
CCc1ccc(C(C(=O)NC2CCCC2)N(Cc2cccnc2)C(=O)c2csnn2)cc1 (centres undefined),i,i
O=S(=O)(/N=C(/c1ccccc1)N1CCCCC1)c1ccccc1,i,i
SMILES,CHT allo act,CHT inh
Nc1nc(CSc2ccccc2)nc(N2CCCCC2)n1,i,i
CCCCCCCCc1c(O)nc(-n2[nH]c(C)c(CCO)c2=O)[nH]c1=O,i,i
O=C(CSc1ccccc1)NCc1ccccc1,i,i
Cc1cccc(-n2c(SCc3cc(=O)n4ccsc4n3)nc3ccccc32)c1,i,i
c1nc(NCC2(N3CCOCC3)CCCCC2)c2ccsc2n1,i,i
CCOc1cc2[nH]c(=S)n(CCN3CCC(C)CC3)c(=O)c2cc1OCC,i,i
CN(CCOc1cccc2ccccc12)Cc1ccccc1,i,i
COc1cc(/C=N/NC(=O)CSc2n[nH]c(=O)[nH]c2=O)cc(OC)c1O,i,i
Cc1ccc(/C=N/NC(=O)c2cccc3ccccc23)o1,i,i
Cc1ccc(S(=O)(=O)NCCc2nnc3ccc(NCCCOC(C)C)nn23)cc1,i,i
CC(C)c1csc(CN2CCCC(CNC(=O)c3cccc4ccccc34)C2)n1 (centres undefined),i,i
Cc1ccc(NS(=O)(=O)c2cc(C(N)=O)ccc2C)cc1,i,i
O=C(NNC(=O)c1cccs1)c1cccnc1,i,i
CCn1c2ccccc2c2cc(CN3CCN(Cc4cc(OC)ccc4O)CC3)ccc21,i,i
O=C(Nc1ccc(N2CCN(C(=O)c3ccco3)CC2)cc1)c1cccc(F)c1,i,i
CCCCNC(=O)Nc1ccccc1Br,i,i
CC1CCC(NC(=O)c2cc3c(=O)n(C)c4ccccc4c3n2C)CC1 (centres undefined),i,i
CCOC(=O)N/N=C(\C)c1ccc(Br)cc1,i,i
Cc1ccc(-c2cc(C(F)(F)F)n3nc(C(=O)Nc4c(C)n(C)n(-c5ccccc5)c4=O)cc3n2)cc1,i,i
CC(CC(=O)O)n1nnc2ccccc21 (centres undefined),i,i
Cc1nc(-c2ccc(Cl)cc2)sc1C1(C)CC(c2cccnc2)=NO1 (centres undefined),i,i
CCNC(=O)CN(c1ccc(C)cc1)S(=O)(=O)c1ccc(SC)cc1,i,i
OC1OC[C@@H](O)[C@H](O)[C@H]1O (some centres undefined),i,i
C1=C(CCNc2nnnn2-c2ccccc2)CCCC1,i,i
COc1ccccc1NC(=O)C1(C)Cc2ccccc2C(=O)O1 (centres undefined),i,i
SMILES,CHT allo act,CHT inh
CCOC(=O)N1CCN(C(=O)c2ccc(CS(=O)(=O)c3ccc(OC)cc3)o2)CC1,i,i
CCc1ccc(N(CC(=O)Nc2ccccc2C(=O)N2CCOCC2)S(C)(=O)=O)cc1,i,i
CC1CCCCC1NC1=NCCS1 (centres undefined),i,i
CSCCC(NS(=O)(=O)c1ccc(C)cc1)C(=O)NC1CCCCC1 (centres undefined),i,i
O=C(COc1ccc(Br)cc1)Nc1ccc(S(=O)(=O)Nc2ccccn2)cc1,i,i
O=C(Cn1nc(-c2ccccc2)c2ccccc2c1=O)Nc1ccc2c(c1)nc1n2CCOC1,i,i
Cc1c(OCC(=O)NCCCn2ccnc2)ccc2c3c(c(=O)oc12)CCCC3,i,i
COc1ccc2[nH]cc(CCNC(=O)CCC3CCCCC3)c2c1,i,i
Cc1cccn2c(=O)c(C=NCc3ccccc3)c(NCCO)nc12,i,i
COc1ccc(CCNC(=O)c2ccc(-c3ccc([N+](=O)[O-])cc3Cl)o2)cc1OC,i,i
CCN(CC)C(=O)CSc1nc2ccccc2c(=O)n1-c1ccccc1OC,i,i
CC(C)CN1CCC(=O)N(CCSc2ccccc2)CC1,i,i
CCNC(=O)COC(=O)c1cccc(Br)c1,i,i
CCCCC(=O)Nc1sc2c(c1C(N)=O)CCC2,i,i
O=c1cc(N2CCCCC2)c(-c2ccccc2)nn1Cc1ccccc1Cl,i,i
CNC(=S)N1CCc2cc(OC)c(OC)cc2C1COc1ccc(F)cc1 (centres undefined),i,i
CCc1nnc(NC(=O)c2cc(C)oc2C)s1,i,i
COc1cc(COc2ccc3c(C)c(CC(=O)O)c(=O)oc3c2C)cc(OC)c1OC,i,i
O=C1/C(=C/c2ccccc2O)SC(=S)N1Cc1cccnc1,i,i
O=C(Nc1ncc(Cc2cccc(C(F)(F)F)c2)s1)c1ccc(-c2cccc([N+](=O)[O-])c2)o1,i,i
OCC1(CO)COC(/C=C/c2ccccc2)=N1,i,i
COc1ccc(OC)c(NC(=O)CSc2nnc(CNc3ccc(F)cc3)o2)c1,i,i
O=C(NCCN1CCOCC1)c1cccc(Cl)c1,i,i
Cc1cc(COc2ccccc2OCc2cc(C)no2)on1,i,i
Cc1cc(NC(=O)CSc2nc3c(C)ccc(C)c3cc2C#N)no1,i,i
SMILES,CHT allo act,CHT inh
COc1ccc(S(=O)(=O)NCC2CCCO2)cc1NC(=O)c1ccccc1 (centres undefined),i,i
Cc1nc(C)c(C(=O)Nc2cccc(C)c2C)s1,i,i
Cn1c(=O)c2[nH]c(C3CCCC3)nc2n(C)c1=O,i,i
COc1cc2c(cc1OC)C(C)N(C(=O)c1c(-c3ccccc3)noc1C)CC2 (centres undefined),i,i
O=C(NCc1cccc(C(F)(F)F)c1)N1CCN(S(=O)(=O)c2ccccc2F)CC1,i,i
CC(C)c1ccc(NC(=S)NNC(=O)c2cccs2)cc1,i,i
COc1ccc(Cn2nnc3c(=O)[nH]c(C4CCN(S(=O)(=O)c5ccc(C)cc5)CC4)nc32)cc1,i,i
Cc1ccc(S(=O)(=O)NC(=O)c2cccc(C)c2)cc1,i,i
CCN(CC(=O)NCc1ccc(Cl)cc1)C(=O)CSc1cc(C)ccc1C,i,i
COc1ccc(NC2CCCN(C(=O)CCn3cccn3)C2)cc1 (centres undefined),i,i
CCC1=C(OC(=O)N(CC)CC)N2C(=O)OC(=NCCc3c[nH]c4ccccc34)[C@]2(Cc2ccccc2)[C@H]2C1=CC[C@H]1C(=O)N(CC)C(=O)[C@H]12,i,i
CCOc1cc(C=O)c(Br)cc1OC1CCCC1,i,i
CC(=O)N1CCN=C1SCc1ccc(F)cc1,i,i
CCC1=NN(C(=O)C(=O)Nc2ccc(Br)cc2)C(O)(C(F)(F)F)C1 (centres undefined),i,i
COCCCN1C(=O)C(=O)/C(=C(/O)c2ccc(S(=O)(=O)N3CCCCC3)cc2)C1c1cccc(OC)c1 (centres undefined),i,i
CCCCCc1ccc(-c2cn(CC3CCCCC3)nn2)cc1,i,i
COc1ccc(NC(=O)CN(C)C(=O)CNC(=O)c2ccc(C)s2)cc1,i,i
CCOC(=O)C1CCN(S(=O)(=O)c2ccc3oc(=O)ccc3c2)CC1,i,i
Cc1cc(=O)oc2cc(NC(=O)c3cccc(F)c3)ccc12,i,i
CCCCC(=O)NC(c1ccc(N(C)C)cc1)c1ccc2cccnc2c1O (centres undefined),i,i
Cc1ccccc1-n1c(SCC(=O)N(C)C2CCS(=O)(=O)C2)nnc1-c1ccncc1 (centres undefined),i,i
Cc1ccc(-c2cc(C(=O)N/N=C/c3ccc([N+](=O)[O-])o3)c3ccccc3n2)o1,i,i
Cn1c(=O)[nH]c(=O)c2c1nc(SCCN1CCCCC1)n2Cc1ccccc1,9.9*,i
Cc1ccc(C)c(-n2cc[nH]c2=S)c1,i,i
CC(C)c1onc(C(=O)NCc2cccs2)c1[N+](=O)[O-],i,i
SMILES,CHT allo act,CHT inh
Cc1cccc(NC(=O)CCn2nc(C)cc2C)c1,i,i
CC(NC(=O)CN(C)S(=O)(=O)c1cccc2nsnc12)c1ccccc1 (centres undefined),i,i
Cc1ccccc1OCC(=O)NCC(=O)N/N=C/c1cccc([N+](=O)[O-])c1,i,i
O=C(/C=C/Sc1ccccc1)c1ccc(Cl)cc1,i,i
O=C(Nc1ccc(Br)c(Cl)c1)c1ccco1,i,i
CCCCNS(=O)(=O)c1ccc(S(=O)(=O)N2CCC3(CC2)OCCO3)cc1,i,i
CCCCCCn1c(=O)c(F)cn(Cc2ccc(OC)c([N+](=O)[O-])c2)c1=O,i,-6.7*
O=C(NNC(=O)c1cccc(-n2cnnn2)c1)c1ccccc1,i,i
O=C(Cc1nc2ccccc2[nH]c1=O)c1ccc(Cl)cc1,i,i
O=C(CN1C(=O)C2(OCCO2)c2ccccc21)c1ccc(F)cc1,i,i
O=C(COc1ccccc1Cl)Nc1nc(-c2cccs2)cs1,i,i
COC(=O)C1C(=O)C2=C(CC1C)NC(C)=C(C(=O)OC(C)C)C2c1ccc(C)o1 (centres undefined),i,i
Cc1ccc(CNC(=O)CCSCc2ccccc2F)cc1,i,i
O=C(O)/C=C/C(=O)Nc1ccc2c(c1)C(=O)c1ccccc1C2=O,i,i
O=C(Cn1nc(-c2ccc(Cl)cc2)c2ccccc2c1=O)NN1CCOCC1,i,i
COc1ccc(/C=C/C(=O)C(C(N)=O)=C2SCCS2)cc1,i,i
COc1ccc(CC(=O)Nc2nncs2)cc1OC,i,i
O=C(c1ccc(Cl)s1)N1CCN(C23CC4CC(CC(C4)C2)C3)CC1,i,i
COc1ccc(N(CC(=O)O)S(=O)(=O)c2cccnc2)cc1,i,i
COc1cccc(CN(C)C(=O)c2cccc(S(=O)(=O)NCc3ccccc3)c2)c1OC,i,i
COc1ccc(/C=C2/SC(=O)N(CCNC(=O)C3COc4ccccc4O3)C2=O)cc1 (centres undefined),i,i
Cc1ccc(C)c(CN2CCC(n3nccc3NC(=O)C3CCCC3)CC2)c1,i,i
O=S(=O)(c1ccc(F)c(F)c1)N1CCN(c2ccccn2)CC1,i,i
N#C/C(C(N)=O)=C1/CCc2ccccc2N1,i,i
Cc1ccc2c(c1)C1CN(C)CCC1N2C(=O)c1cccc(S(=O)(=O)N(C)C)c1 (centres undefined),i,i
COCCOc1cc(NC(=O)c2sccc2Oc2ccc([N+](=O)[O-])cc2F)c(Cl)cc1Cl,i,i
O=C(Nc1ccc(F)c(Cl)c1)C1CC2CCC1C2 (centres undefined),i,i
COc1ccc(NC(=O)CSc2nccn2C)cc1S(N)(=O)=O,i,i
